Compound activity from PubChem BioAssay.
GSK3beta inhib: human GSK3beta kinase inhibition | hit rate 0.038% among 300,000 | AID 2097 | P49841 | GST-GSK3beta kinase, ADP-Glo luminescence, 60 min; stronger effect = lower value | activity score (negative = inhibition), % at 10 µM;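 active = more than half of replicate wells score below -50%, meaning over 50% inhibition versus plate controls; inconclusive = some replicates but at most half score below -50%; inactive = no replicate scores below -50%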;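 note: 0% = median DMSO wells and -100% = median GW8510 positive control wells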
Target sequence (P49841 whole entry, looked up): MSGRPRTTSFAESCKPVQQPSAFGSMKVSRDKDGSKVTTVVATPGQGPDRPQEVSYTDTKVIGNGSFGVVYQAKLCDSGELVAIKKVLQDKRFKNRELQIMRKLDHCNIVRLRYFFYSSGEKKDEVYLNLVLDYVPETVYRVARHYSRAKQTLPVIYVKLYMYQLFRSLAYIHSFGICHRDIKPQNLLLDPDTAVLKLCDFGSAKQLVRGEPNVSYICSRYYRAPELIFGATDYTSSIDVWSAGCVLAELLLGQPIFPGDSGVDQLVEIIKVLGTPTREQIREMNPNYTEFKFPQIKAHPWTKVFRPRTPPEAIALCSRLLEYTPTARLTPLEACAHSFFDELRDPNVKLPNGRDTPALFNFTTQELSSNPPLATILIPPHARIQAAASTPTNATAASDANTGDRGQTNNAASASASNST
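Test system: GST-fused GSK3beta enzyme, cell-free | Quantity: 1.6 ng GST-GSK3beta enzyme per well | Reagent: 25 µM ATP with peptide substrate | Schedule: 60 min enzyme reaction, room temperature | Signal: Luminescent ADP-Glo measurement of ADP formed | Read-out basis: Score relative to plate controls | Control set: DMSO and 20 µM GW8510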
IEC-6 cytotox: kills IEC-6 intestinal cells in KLF5 counter-screen. IEC-6 cytotoxicity, luminescence viability. inhibition, % at 5 µM. hit rate 0.78% among 290,000; in the data active = inhibition above about 22%;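 note: 0% = plate median of test compound wells and 100% = cytotoxic reference compound wells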
HSF-1 act: increases HSF-1 driven luciferase reporter signal; hit rate 1.7% among 300,000; activation, % at 9 µM; NIH3T3-HGL HSF-1 luciferase reporter, MG132, 8 h; 100% = twice DMSO control signal;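 active = mean replicate activation of at least 50% with a set share of replicates each reaching 50%; inconclusive = only one of those two conditions met; inactive = mean below 50% and too few replicates reaching it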;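 note: 0% = median of the neutral control wells and 100% = twice that signal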
HSP90 refold inh: blocks HSP90-mediated luciferase refolding in reticulocyte lysate; Rabbit reticulocyte lysate, luciferase refolding luminescence, 3 h; inhibition, % at 5.6 µM; hit rate 0.91% among 290,000;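 active = inhibition above the screen-wide mean plus 3 SD, computed separately per campaign, cut at about 16% in these data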;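 note: 0% = DMSO wells and 100% = 60 µM geldanamycin wells; inhibitors lower the luminescence because luciferase stays unfolded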
PolyA inhibitor: blocks polyadenylation in yeast reporter cells | S. cerevisiae SKY197-pL101 polyadenylation reporter, beta-gal luminescence; efflux-impaired pdr1/pdr3 knockout yeast; score 100 = 6 SD above DMSO | calls only at 12 µM | hit rate 0.02% among 300,000;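 active = lowest replicate activity score at least 50, where 100 means six control SD above control mean; inconclusive = lowest score under 50 but half or more replicates reach 50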;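 note: yeast exposed to compound for 9 h at 30 °C; higher score means more reporter readthrough which indicates perturbed polyadenylation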
aSyn UTR inh: MLPCN primary screen, SNCA 5' untranslated region. hit rate 0.82% among 300,000. AID 1813. inhibition, % (tested at 7.5 µM). alpha-synuclein 5'UTR reporter, inhibitor activity; in the data active = inhibition above about 60%; inconclusive = no clear call, values can overlap the other calls;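 note: H4 neuroglioblastoma cells stably carrying SNCA 5'UTR luciferase fusion; 0% = DMSO wells and 100% = positive control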
KLF5 inhibitor: kruppel-like factor 5 inhibition. DLD-1 KLF5 promoter-luciferase reporter, luminescence. inhibition, % at 5 µM. hit rate 0.23% among 290,000;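 active = inhibition above a per-plate limit of that plate's mean compound inhibition plus 3 SD, cut at about 60% in these data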;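 note: 0% = DMSO wells and 100% = LY294002 at 200 µM; higher means less KLF5 promoter-driven luciferase light; inactives centre near -14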
GSK3A inh: inhibitors of human GSK-3 alpha kinase | inhibition, % at 10 µM | ADP-Glo luminescence, 60 min | AID 2650 | P49840 | hit rate 0.1% among 320,000;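 in the data active = inhibition above about 50%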;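 note: GST-tagged GSK-3 alpha with peptide substrate and 25 µM ATP; 0% = DMSO neutral wells and 100% = GW8510 positive control wells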
Target sequence (P49840 whole entry, looked up): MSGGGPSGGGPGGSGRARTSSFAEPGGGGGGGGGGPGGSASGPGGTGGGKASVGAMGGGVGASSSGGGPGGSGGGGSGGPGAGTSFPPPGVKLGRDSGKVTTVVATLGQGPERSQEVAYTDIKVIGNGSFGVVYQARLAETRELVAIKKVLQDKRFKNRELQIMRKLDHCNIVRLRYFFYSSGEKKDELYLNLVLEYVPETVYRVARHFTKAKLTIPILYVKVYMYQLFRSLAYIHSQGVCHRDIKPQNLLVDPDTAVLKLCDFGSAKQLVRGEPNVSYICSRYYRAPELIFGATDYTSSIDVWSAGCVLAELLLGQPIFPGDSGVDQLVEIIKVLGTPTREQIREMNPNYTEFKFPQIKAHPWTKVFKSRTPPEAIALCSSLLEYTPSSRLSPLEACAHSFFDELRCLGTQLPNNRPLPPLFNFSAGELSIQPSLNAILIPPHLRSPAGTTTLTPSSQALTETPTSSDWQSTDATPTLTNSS
AI-2 QS mod: modulates the Vibrio harveyi AI-2 quorum sensing system | Vibrio harveyi JMH597 AI-2 luminescence/OD600 ratio, 9 h; stronger effect = lower value; strain lacks LuxN and CqsS sensors; 0 = neutral-control median | activity change, % at 7.5 µM | hit rate 0.4% among 300,000; in the data active = activity change below about -75%, passing the limit was not always enough; inconclusive = no clear call, values can overlap the other calls;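 note: luminescence divided by OD600 gain over 9 h not by final OD600 alone; inactives centre near 13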
HSF1 inhib: HSF1 inhibition. activity change, negative = inhibition, % at 7.5 µM (by protocol). AID 2098. hit rate 0.77% among 300,000. NIH3T3-HGL HSE-luciferase, MG132-induced, luminescence 8 h; stronger effect = lower value;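 active = more than half of replicate wells show activity change below -50%, luminescence cut by over half; inconclusive = some wells, but at most half, below -50%; inactive = no replicate well below -50%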;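 note: luciferase reports HSF-1 transcriptional activity via heat shock element; 0% = median of DMSO wells and -100% = zero luminescence signal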
The depositor's hits bear a star; i = inactive; ? = inconclusive; / = not tested or not shown; & = joins results of further samples.

SMILES	GSK3beta inhib	IEC-6 cytotox	HSF-1 act	HSP90 refold inh	PolyA inhibitor	aSyn UTR inh	KLF5 inhibitor	GSK3A inh	AI-2 QS mod	HSF1 inhib
COC(=O)c1ccc(N2CCOCC2)c(NC(=O)c2ccc(Br)o2)c1	6	-4	9	-2	i	5	-29	-1	20	-2
Cc1ccc2nc(NC(=O)CN3CCOCC3)sc2c1	1	3	18	-1	i	-107	-55	2	21	14
COc1ccccc1-c1c(C)oc2cc(OCC(=O)OCc3ccccc3)ccc2c1=O	-3	-2	17	1	i	2	-18	0	-4	1
Cc1ccc(-n2c(C)cc(C(=O)OCC(=O)N(CC(C)C)C3CCS(=O)(=O)C3)c2C)cc1 (centres undefined)	-1	-2	7	-1	i	-13	-2	-5	25	1
COc1cc(C(=O)NCc2nnc(SCC(=O)NCc3ccccc3)o2)cc(OC)c1OC	1	1	-3	2	i	9	-5	0	21	8
CSC1=NCCN1C(=O)c1ccc(S(=O)(=O)N(C)C)cc1	-2	0	-2	0	i	-5	-8	3	18	7
CCOc1ccc(CCNC(=O)COC(=O)C2CCN(S(=O)(=O)c3ccc(C)c(C)c3)CC2)cc1OCC	1	-7	-3	-3	i	9	-41	0	23	-6
O=C(Nc1ccc2c(c1)OCO2)c1ccc(Cl)s1	-2	4	?	2	i	-194	-133	-1	-16	32
COC(=O)C1=C(C)N(C)C(=O)NC1c1cc(Cl)cc(Cl)c1OC (centres undefined)	1	2	/	-5	i	/	3	0	18	/
O=C(NCCc1ccc(Cl)cc1)c1ccc(NC2=NC3CS(=O)(=O)CC3S2)cc1 (centres undefined)	-5	-5	-1	0	i	16	-15	0	11	0
COc1ccc2c(c1)OC(O)(C(F)F)CC2=O (centres undefined)	-2	-4	13	-3	i	6	-27	-4	10	0
CC(NCCC1(C(C)C)CCOC(C)(C)C1)c1cccs1 (centres undefined)	1	4	0	1	i	-10	1	-2	17	0
O=C(CCCN1C(=O)/C(=C/c2ccccc2Cl)SC1=S)NNC(=O)c1ccc(Cl)cc1	0	-4	-43	9	i	65*	11	-1	-10	-36
COc1ccc(CCN(C)c2ccc(C(N)=O)cc2[N+](=O)[O-])cc1OC	-1	-1	-14	-2	i	16	-15	-1	15	-8
CCC(=O)NC1=C(Nc2ccc(N)cc2)C(=O)c2ccccc2C1=O	0	8	29	0	i	-39	-122	10	2	24
COC(=O)c1cc(C(=O)OCC(=O)NC(=O)c2ccccc2)cc([N+](=O)[O-])c1	5	/	1	/	i	4	/	1	8	-2
CC(=O)N/C(=C\c1ccc(Cl)cc1)C(=O)O	-1	2	3	2	i	6	4	-2	0	-1
CCn1c(CC(=O)Nc2ccc(C)cc2)nnc1SCC(=O)N1CCN(c2ccccc2)CC1	-1	-1	14	0	i	10	-29	1	16	2
Cc1cc(NS(=O)(=O)c2ccc(NC(=O)c3cc(-c4ccccc4Cl)nc4ccccc34)cc2)no1	3	2	8	-3	i	15	-40	-1	26	0
O=C(Nc1ccccc1C(=O)Nc1ccccc1)c1ccco1	1	7	2	4	i	25	-13	-1	-4	-10
COc1ccc(NC(=O)COC(=O)C23CCC(=O)N2c2ccccc2S3)cc1 (centres undefined)	-1	-2	-5	1	i	15	-24	0	11	-2
CCN(CC(=O)Nc1c(F)cccc1F)C(=O)c1ccc(COc2ccccc2)cc1	-2	/	10	/	i	-45	/	0	6	10
CC(/C=C\c1cccnc1)=C/C(=O)O	-2&1	4&1	0&-8	-1&1	i	22&-1	-32&-36	-2&0	8&32	3&-6
O=C(CCS(=O)(=O)CCN1CCOCC1)NCNC(=O)CCS(=O)(=O)CCN1CCOCC1	-2	-3	-12	-4	i	-3	-25	0	17	-6
CCN(CC)C(=O)Oc1ccccc1NC(C)=O	1	8	-23	2	i	15	-24	-3	8	1
COc1ccc(C2(c3ccc(OC)cc3)NC(=O)N(CC(=O)Nc3ccc(N4CCOCC4)cc3)C2=O)cc1	0	/	1	/	i	-2	/	1	-4	-3
O=c1[nH]c2ccccc2cc1CN(c1ccccc1)S(=O)(=O)c1ccccc1	-12	-2	7	-4	i	24	-29	-1	10	5
CCn1c(=S)[nH]c2cc(S(=O)(=O)N3CCCCC3)ccc21	-1	6	36	4	i	-53	-30	-7	5	18
O=C(Nc1cccc2cccnc12)c1cc(F)c(F)cc1Cl	-2	13	20	-4	i	-74	-46	0	-9	10
Cc1cc(C)n(C(=O)c2ccc(C)o2)n1	4	2	0	7	i	-8	-28	1	-7	-10
Cc1ccccc1NC(=O)NC1CCS(=O)(=O)C1 (centres undefined)	22	-8	40	2	i	-8	-12	-3	20	4
COc1ccc2cc(C(=O)O)ccc2c1	-2	-5	8	3	i	-10	-8	1	50	-6
COc1cccc(C2Nc3ccc4ccccc4c3C3=C2C(=O)CCC3)c1O (centres undefined)	-1	10	-13	0	i	58	12	5	9	10
Cc1ccccc1-c1n[nH]c(=S)n1C	-5	-8	/	-2	i	-19	-15	/	0	/
COc1cc(OC)c(OC)cc1/C=C/C(=O)c1ccc(NS(=O)(=O)c2ccc(C)cc2)cc1	-23	0	40	-1	i	0	-1	2	36	38
C(=N\Nc1nc(-c2cccnc2)nc2ccccc12)/c1ccccc1	-3	-4	4	-4	i	-30	-11	5	10	-2
Cc1ccc(Sc2ccc(C(=O)N3CCOCC3)cc2[N+](=O)[O-])cc1	3	-5	14	-2	i	13	-16	-1	10	-1
COc1cccc(NC(=S)N2CCCC2c2ccc(OC)c(OC)c2)c1 (centres undefined)	3	4	0	-3	i	-24	-31	-1	36	8
c1ccc2c3c([nH]c2c1)CCNC3	2	-4	162*	-2	i	20	-24	-2	33	79
COC(=O)c1cc2ccsc2n1CC(=O)N1CCCc2ccccc21	-3	-2	3	1	i	-15	-3	-4	10	1
O=c1cc(CSc2nnnn2-c2ccccc2)nc(Nc2ccc(F)cc2)[nH]1	2	4	20	2	i	18	-26	-2	13	12
CC(C)(C)c1cnnn1-c1ccc(-c2csc(N)n2)cc1	6	-3	-7	-3	i	-3	-4	-1	19	-4
CCC(/C=C1\Sc2ccc(OC)cc2N1CCO)=C\c1sc2ccc(OC)cc2[n+]1CCO	/	6	/	7	/	/	-1	2	/	/
CCOc1cc(N2CCOCC2)c(OCC)cc1NC(=O)COC(=O)CCOc1cc(C)ccc1C	2	/	8	/	i	-3	/	5	17	3
Cc1ccc(C(=O)NCc2ccc(F)cc2)s1	6	/	17	/	i	-57	/	0	-10	2
Cc1ccc(NC(=O)c2cc(N3C(=O)C=CC3=O)ccc2N2CCOCC2)cc1Cl	2	-5	20	-5	i	8	1	-1	65	14
Cc1ccc(Cl)cc1NS(=O)(=O)Cc1ccccc1	-1	-1	-5	0	i	17	-8	-2	0	0
CCOc1ccc(-c2nnc(NC(=O)C3CCCC3)o2)cc1	-7	-7	4	3	i	-50	-35	-3	20	-16
COCCNC(=O)c1onc(CSc2ccccc2F)c1C(=O)O	0	2	-46	-1	i	9	-43	1	14	-31
COC(=O)Nc1ncc(CN2CCc3ccccc3C2)s1	3	5	-2	-2	i	-11	-42	8	4	-2
CC(=O)N1CCN(C(=O)CCc2nc3ccccc3c(=O)[nH]2)CC1	2	-2	-5	2	i	7	6	-4	30	1
CCC(C)NC(=O)COC(=O)c1ccccc1OCC(=O)Nc1ccc(Br)cc1 (centres undefined)	3	1	7	8	i	-10	-22	-5	-15	4
O=C(Cc1cccs1)NC(Cc1c[nH]c2ccccc12)C(=O)O (centres undefined)	-1	2	-9	6	i	23	-8	3	26	-8
CC1CC(C)CN(S(=O)(=O)c2ccc3c(c2)oc(=O)n3CC(=O)NCCCOC(C)C)C1 (centres undefined)	-1	-1	10	-2	i	26	-17	-2	51	-1
Cc1ccc(N2C(=O)NC(NC(=O)C3CC3)(C(F)(F)F)C2=O)cc1 (centres undefined)	0	16	15	0	i	4	-24	-1	0	0
CNC(=O)C1CCC(=O)N1Cc1ccccc1Cl (centres undefined)	3	-3	-8	9	i	14	-20	-4	27	-1
CC12CC3CC(C)(C1)CC(C(=O)Nc1nncs1)(C3)C2	-7	-8	-6	-2	i	3	-24	-2	11	-11
CCOCCOC(=O)CCSc1n[nH]c(=O)[nH]c1=O	-1	3	-39	-5	i	12	-20	-2	27	-29
Cc1cc(-c2ccccc2C(=O)O)on1	-2	-3	20	3	i	-21	-9	-1	-7	-2
Cc1cccc(-n2ncc3c(N4CC(C)CC(C)C4)ncnc32)c1 (centres undefined)	1	2	-23	2	i	-109	-75	-2	27	-6
Further results follow:
SMILES	GSK3beta inhib	IEC-6 cytotox	HSF-1 act	HSP90 refold inh	PolyA inhibitor	aSyn UTR inh	KLF5 inhibitor	GSK3A inh	AI-2 QS mod	HSF1 inhib
O=C(C[n+]1cccc(Br)c1)c1cccs1	-5	-2	4	0	i	10	-3	2	14	6
Cc1cc2cc(CNC(=O)c3ccc(Br)o3)ccc2n1C	-1	/	-17	/	i	-16	/	0	-3	-9
Cc1ccc(C)c(NC(=O)COc2coc(CN3CCc4ccccc4C3)cc2=O)c1	-1	/	-62	/	i	6	/	0	13	-51*
COC(=O)C1=C(C)NC(=O)NC1c1ccc(-c2ccc(Cl)cc2)o1 (centres undefined)	-4	-1	23	3	/	-21	-20	2	40	2
COc1ccc(CNC(=O)c2ccc(C(C)(C)C)cc2)cc1	0	-1	38	0	i	-126	-89	-3	36	20
Cc1ccc2c(c1)-c1c(cnn1CC(=O)Nc1ccccc1N1CCN(C)CC1)CO2	-2	0	1	-5	i	-19	-14	-1	15	5
Cc1ccc(Cl)cc1N1CCN(C(=O)C2(S(=O)(=O)c3ccc(Cl)cc3)CC2)CC1	1	-3	1	0	i	11	-8	-1	19	4
COc1ccc(NC(=O)N2CCN(S(C)(=O)=O)CC2)cc1OC	1	-7	-18	-1	i	11	8	0	22	-1
CC(=O)N1CC2(NC(=O)c3ccccc3N2)c2ccccc21 (centres undefined)	1	-5	14	2	i	-7	-14	-1	33	-1
O=C(c1cccc(F)c1F)N1CCCC1	3	-2	4	-1	i	-1	15	-1	12	-3
COC(=O)c1sc(-c2ccccc2)cc1NC(=O)c1ccc(OC)cc1	2	-2	-21	-2	i	-2	-41	0	1	-9
COc1ccc(/C=N/NC(=O)c2cccc(Br)c2)cc1Cn1cc(Cl)cn1	0	6	6	0	i	-38	13	0	27	-7
CC(=O)Nc1ccc2nc(NC(=O)CS(=O)(=O)c3ccccc3)sc2c1	-2	/	-7	/	i	-6	/	-1	0	3
CCn1c(=O)n(CC(=O)Nc2cccc(OC)c2)c(=O)c2ccccc21	5	1	-2	4	i	11	-19	/	-66	-3

A portion of the library, so the mix of outcomes need not match the whole.
